MsrA inhibitor = inhibits bovine methionine sulfoxide reductase A. inhibition, % at 15.5 µM. purified bovine MsrA, absorbance read-out. 360,000 compounds, 0.75% hits; in the data active = inhibition above about 4.5%;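 note: 0% = vehicle wells with enzyme and 100% = reference inhibitor wells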
MsrA act = bovine methionine sulfoxide reductase A activation | purified bovine MsrA, absorbance read-out | activation, % at 10.6 µM | 360,000 compounds, 0.3% hits | AID 602163; in the data active = activation above about 7.5%;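 note: 0% = vehicle and 100% = reference activator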
MT1-MMP act inh = MT1-MMP (human) activation inhibition; P50281; HT1080 RFP-PRO-GFP cells, GFP/RFP ratio fluorescence, overnight; percent of plate control window, DMSO zero; GFP/RFP ratio change, % at 20 µM; 360,000 compounds, 0.061% hits;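 active = GFP/RFP ratio change of at least 30% with cell ATP level not reduced by more than half and red fluorescence within 50% of control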; note: strong numbers were not always called active
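Material – HT1080 RFP-PRO-GFP cells · Control set – DMSO wells and RFP-L50D-GFP cells · Incubation – overnight cell settling, then overnight compound exposure, 37 °C, 5% CO2 · Compound dosing – single-point 20 µM compound, 1% DMSO · Read-out – GFP/RFP fluorescence ratio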
Neddylation inh = blocks human cullin neddylation. calls only at 25 µM. TR-FRET cullin neddylation, biochemical. P61081+Q13564. 360,000 compounds, 0.58% hits; in the data active = inhibition above about 36%
E coli Lon inh = inhibitors of E. coli Lon protease; P0A9M0; purified E. coli Lon protease, fluorescence polarization; inhibition, % at 7.94 µM; 360,000 compounds, 0.42% hits; in the data active = inhibition above about 13%, passing the limit was not always enough;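 note: 0% = enzyme with probe and DMSO and 100% = no enzyme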
SKN-1 inh = blocks SKN-1 activity in C. elegans | C. elegans VP596 Pgst-4::GFP/RFP ratio, acrylamide-induced, 24 h | inhibition, % at 21.8 µM | 360,000 compounds, 0.49% hits;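 active = interference check ratio from 0.5 to 1.5 plus GFP to RFP signal ratio inhibition reaching or exceeding a fixed threshold, cut at about 30% in these data, passing the limit was not always enough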; note: some compounds called inactive have numbers as strong as hits
FAS-TE inh = inhibitors of human fatty acid synthase thioesterase domain | P49327 | 360,000 compounds, 0.67% hits | recombinant FAS-TE, OMFH fluorogenic substrate, fluorescence endpoint | inhibition, % at 15 µM | AID 602261;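 active = compounds whose normalised, plate-corrected inhibition of enzyme fluorescence in the single-dose primary screen is 50% or more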;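 note: 0% = DMSO with enzyme and 100% = substrate without enzyme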
NRP1-CendR mod = alters CendR peptide binding to human NRP-1. O14786. FAM-RPARPAR peptide binding to NRP-1, fluorescence polarization. inhibition, % at 25 µM. 360,000 compounds, 0.85% hits. AID 602438;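 active = inhibition or corrected inhibition above about 18%, plus a signal ratio from 0.5 to 1.5, limit read from the data, passing the limit was not always enough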; note: strong numbers were not always called active
Rin1 Abl inh = blocks binding of human Rin1 to Abl | P00519+Q13671 | TR-FRET Rin1/Abl binding, biochemical | inhibition, % at 7.35 µM | 360,000 compounds, 0.4% hits | AID 588664; in the data active = inhibition above about 5%, passing the limit was not always enough
* marks the source's active call; other numbers are inactive results; i = inactive; / = not tested or not shown. The order is random, and some 4.2% of all compounds hit somewhere here.

SMILES | MsrA inhibitor | MsrA act | MT1-MMP act inh | Neddylation inh | E coli Lon inh | SKN-1 inh | FAS-TE inh | NRP1-CendR mod | Rin1 Abl inh
CCOc1cc(N2CCOCC2)c(OCC)cc1NC(=O)c1ccc(S(=O)(=O)N(C)C)cc1 | 1.2 | -3 | -2 | i | -5 | -4 | 0 | -10 | -2
CCN(CC)CCn1c(SCC(=O)NCCC2=CCCCC2)nc2c(sc3ccccc32)c1=O | 1.9 | -7 | 0 | i | 1 | -1 | -5 | -8 | -6
COc1ccc(NC(=O)C(Sc2nnc3ccccn23)c2ccccc2)cc1Cl (stereo not drawn) | 0.4 | -4 | 1 | i | 6 | 7 | 19 | -3 | -2
c1ccc(Cc2nn[nH]n2)cc1 | -0.4 | 4 | 10 | i | 3 | 16 | -8 | -8 | -4
COc1ccc(-c2c(NC(C)=O)n(C)c3ccccc3c2=O)cc1 | 3.0 | 4 | 3 | / | -6 | 0 | -6 | -1 | 1
NS(=O)(=O)c1cccc(NC(=O)COC(=O)Cc2n[nH]c(=O)c3ccccc23)c1 | 0.2 | -5 | -6 | i | -12 | -8 | -5 | -1 | 2
COC(=O)C(C)NC(=O)C12CC3CC(C1)CC(c1ccc(C)cc1)(C3)C2 (stereo not drawn) | 0.7 | -7 | 1 | i | 5 | 7 | 1 | 4 | 2
COc1ccc(C(=O)N2CCOC2CNC(=O)C(=O)NCc2ccc(C)cc2)cc1 (stereo not drawn) | 0.3 | -2 | 0 | i | -10 | 0 | -10 | -5 | -4
O=C(C1=C[C@H](c2ccc(Br)cc2)C[C@H](OCc2ccc(CO)cc2)O1)N1CCN(Cc2ccc3c(c2)OCO3)CC1 | 1.4 | -1 | -2 | i | 3 | 5 | 13 | 13 | -1
CC1CC(=O)NN=C1c1ccc(NCCO)c([N+](=O)[O-])c1 (stereo not drawn) | 1.9 | -5 | 13 | i | -2 | 4 | -8 | 2 | -13
Cc1nn(-c2ccc(F)cc2)c2sc(C(=O)O)cc12 | 0.0 | -3 | 2 | i | 0 | 2 | -10 | -13 | -2
CCOC(=O)c1c(NC(=O)COC(=O)c2nc(Cl)ccc2Cl)sc(C(=O)N(C)C)c1C | 0.6 | 0 | 2 | i | 4 | 4 | -2 | 12 | 0
CN1OC[C@@H]2CN(C(=S)Nc3ccc(C#N)cc3)[C@H](c3ccc(N4CCCCC4)cc3)C[C@@H]21 | 1.5 | -5 | 1 | i | 0 | -1 | 0 | 4 | -1
CCOC(=O)N1CCN(CC(O)COc2ccc(OC)cc2C(C)(C)C)CC1 (stereo not drawn) | -0.8 | -1 | 0 | i | -15 | 2 | -8 | 2 | 3
O=C(NCCSc1ncc(-c2ccccc2)[nH]1)c1ccco1 | 0.0 | -4 | 6 | i | -8 | 5 | -8 | 16 | -1
CC1(C(=O)NS(=O)(=O)c2ccc(Cl)cc2)CCN1C(=O)Cc1cccs1 (stereo not drawn) | -1.5 | -3 | 4 | i | -12 | -10 | -5 | -1 | 1
C[C@@H]1CN([C@@H](C)CO)C(=O)CCCn2nncc2CO[C@@H]1CN(C)S(=O)(=O)c1ccc(-c2ccccc2)cc1 | -1.2 | -3 | 4 | i | -10 | 4 | -3 | -10 | -1
O=C(CN1C(=O)NC2(CCCC2)C1=O)OCCOc1ccc(Cl)cc1 | -0.6 | -3 | -1 | i | -2 | 26 | -2 | -3 | -2
COc1cccc(C2CC(=O)C3=C(C2)Nc2ccccc2N(C(=O)CCC(=O)O)C3c2ccc(F)cc2)c1 (stereo not drawn) | 3.1 | -3 | 0 | / | -1 | -7 | -1 | 4 | 0
Cc1ccc(/C=N/n2cnc3sc(-c4ccccc4)cc3c2=O)o1 | 1.7 | -6 | -2 | i | 1 | 7 | -7 | -10 | 0
O=C(NN1CCOCC1)c1cn(-c2ccccc2)nc1-c1cccs1 | 0.5 | -2 | 2 | i | -7 | -5 | -1 | 0 | 0
CC1CCC(NC(=O)Cn2cc3c(n2)CCCC3)CC1 (stereo not drawn) | -0.1 | -9 | 10 | i | 6 | -1 | -3 | -9 | 1
CCN(CC)C(=O)c1c([N+](=O)[O-])c(C(C)(C)C)nn1C | -0.5 | -1 | 3 | i | 11 | 4 | -6 | 7 | 2
CCCCCC(=O)N1C[C@@H](n2cc(COC(=O)c3ccccc3)nn2)[C@H](O)C[C@@H]1c1ccc(OC)cc1 | -0.8 | 2 | -1 | i | 6 | -17 | 8 | 2 | 1
CN1C(=O)C(N=Nc2ccccc2C(=O)O)N(C)C1=S (stereo not drawn) | 0.0 | -5 | -82 | i | -16 | 8 | 10 | -105 | 0
Cc1cnc(C(=O)Nc2ccc(OC(F)(F)F)cc2)cn1 | -1.3 | -7 | 2 | i | -3 | -12 | -2 | -12 | 1
CCC1(c2ccc(Cl)cc2)NC(=S)N(c2ccc(C)c(C)c2)N1 (stereo not drawn) | 0.8 | -6 | -3 | i | -2 | 1 | 17 | -2 | -4
CCCCNC(=O)C[C@@H]1C[C@@]2(C(=O)OC)CC(C)(C)CC=C2N(Cc2ccc3c(c2)OCO3)C1=O | 0.2 | / | 0 | i | / | 4 | / | -11 | /
O=C(Cc1ccccc1)N/N=C/c1ccc2c(c1)OCO2 | 1.8 | -12 | 0 | i | 5 | -6 | -4 | -4 | 2
O=c1[nH]c(O)c(C=Nc2ccc(Cl)cc2Cl)c(=O)[nH]1 | -0.5 | -3 | 2 | i | -4 | 15 | -4 | -1 | 2

No new results follow: 14 of the compounds above.
SMILES | MsrA inhibitor | MsrA act | MT1-MMP act inh | Neddylation inh | E coli Lon inh | SKN-1 inh | FAS-TE inh | NRP1-CendR mod | Rin1 Abl inh
C[C@@H]1CN([C@@H](C)CO)C(=O)CCCn2nncc2CO[C@@H]1CN(C)S(=O)(=O)c1ccc(-c2ccccc2)cc1 | -1.2 | -3 | 4 | i | -10 | 4 | -3 | -10 | -1
O=C(CN1C(=O)NC2(CCCC2)C1=O)OCCOc1ccc(Cl)cc1 | -0.6 | -3 | -1 | i | -2 | 26 | -2 | -3 | -2
COc1cccc(C2CC(=O)C3=C(C2)Nc2ccccc2N(C(=O)CCC(=O)O)C3c2ccc(F)cc2)c1 (stereo not drawn) | 3.1 | -3 | 0 | / | -1 | -7 | -1 | 4 | 0
Cc1ccc(/C=N/n2cnc3sc(-c4ccccc4)cc3c2=O)o1 | 1.7 | -6 | -2 | i | 1 | 7 | -7 | -10 | 0
O=C(NN1CCOCC1)c1cn(-c2ccccc2)nc1-c1cccs1 | 0.5 | -2 | 2 | i | -7 | -5 | -1 | 0 | 0
CC1CCC(NC(=O)Cn2cc3c(n2)CCCC3)CC1 (stereo not drawn) | -0.1 | -9 | 10 | i | 6 | -1 | -3 | -9 | 1
CCN(CC)C(=O)c1c([N+](=O)[O-])c(C(C)(C)C)nn1C | -0.5 | -1 | 3 | i | 11 | 4 | -6 | 7 | 2
CCCCCC(=O)N1C[C@@H](n2cc(COC(=O)c3ccccc3)nn2)[C@H](O)C[C@@H]1c1ccc(OC)cc1 | -0.8 | 2 | -1 | i | 6 | -17 | 8 | 2 | 1
CN1C(=O)C(N=Nc2ccccc2C(=O)O)N(C)C1=S (stereo not drawn) | 0.0 | -5 | -82 | i | -16 | 8 | 10 | -105 | 0
Cc1cnc(C(=O)Nc2ccc(OC(F)(F)F)cc2)cn1 | -1.3 | -7 | 2 | i | -3 | -12 | -2 | -12 | 1
CCC1(c2ccc(Cl)cc2)NC(=S)N(c2ccc(C)c(C)c2)N1 (stereo not drawn) | 0.8 | -6 | -3 | i | -2 | 1 | 17 | -2 | -4
CCCCNC(=O)C[C@@H]1C[C@@]2(C(=O)OC)CC(C)(C)CC=C2N(Cc2ccc3c(c2)OCO3)C1=O | 0.2 | / | 0 | i | / | 4 | / | -11 | /
O=C(Cc1ccccc1)N/N=C/c1ccc2c(c1)OCO2 | 1.8 | -12 | 0 | i | 5 | -6 | -4 | -4 | 2
O=c1[nH]c(O)c(C=Nc2ccc(Cl)cc2Cl)c(=O)[nH]1 | -0.5 | -3 | 2 | i | -4 | 15 | -4 | -1 | 2

The results go on:
SMILES | MsrA inhibitor | MsrA act | MT1-MMP act inh | Neddylation inh | E coli Lon inh | SKN-1 inh | FAS-TE inh | NRP1-CendR mod | Rin1 Abl inh
Cc1ccc(NC(=O)CCCn2c(=O)oc3ccccc32)c(O)c1 | 0.0 | -6 | 2 | i | -4 | -9 | -3 | 3 | -2
CSc1nc2c(c(=O)[nH]c(=O)n2C)n1Cc1ccccc1Cl | 0.4 | -3 | 2 | i | 1 | -11 | -2 | 1 | -3
CCNC(=S)N1CCC(c2nc3ccccc3s2)CC1 | -0.3 | 6 | 3 | i | -10 | 8 | -2 | -2 | 3
CCCC(OC(=O)CN1C(=O)COc2ccccc21)C(=O)NC1CCCC1 (stereo not drawn) | / | -5 | 4 | i | 3 | 2 | -6 | 5 | 0
O=C(CC1C(=O)NCCN1Cc1ccc(-c2ccccc2)cc1)NCCc1ccccn1 (stereo not drawn) | 1.2 | -2 | -1 | i | 2 | 11 | -4 | 11 | 3
COc1ccc(NS(=O)(=O)c2cc(NC(=O)Cc3c(F)cccc3Cl)ccc2OC)cc1 | -0.1 | -2 | 7 | i | 1 | 30 | 26 | 10 | 0
Nc1nn2c(-c3ccccc3)cc(=O)[nH]c2c1N=Nc1ccc(Br)cc1 | -1.0 | -4 | 16 | i | -8 | 4 | 37 | 8 | 2
CCOC(=O)CNC(=O)CSc1nnc(Cn2c(=O)sc3ccccc32)n1C | 0.4 | -4 | 1 | i | 1 | -3 | -2 | 18 | 2
CC(C)c1c(O)c2c(n(-c3ccccc3)c1=O)CCCC2 | 1.8 | -3 | 14 | i | -2 | 2 | -7 | 1 | -5
CCCC(=O)Nc1ccc(NC(=O)C2CC2)cn1 | 1.1 | -1 | 6 | i | -10 | -13 | -7 | 0 | 1
Cc1oc(-c2ccccc2F)nc1CS(=O)CC(=O)NCc1ccccn1 (stereo not drawn) | 0.1 | -4 | -2 | i | 4 | 5 | -3 | 1 | 3
C=C1CCN([C@@H](CC(C)C)C(=O)N2CCCC2)S(=O)(=O)c2ccccc21 | -0.5 | -2 | -3 | i | -1 | 3 | -6 | 15 | 5
O=C(Nc1cc(S(=O)(=O)N2CCOCC2)ccc1Cl)c1cc([N+](=O)[O-])ccc1Cl | / | 0 | -1 | i | -9 | 10 | 25 | 21 | 2
CCCn1c(=O)[nH]c(=O)c2c1nc(-c1ccc(C#N)cc1)n2CCOC | 1.2 | -3 | 2 | / | -6 | 2 | -3 | -2 | 0
Cc1ccccc1-c1nsc(SCC(=O)NCc2ccc3c(c2)OCO3)n1 | 0.1 | -1 | 3 | i | -1 | 0 | 12 | -3 | -7
Cc1c(C(=O)NCC(c2ccco2)N(C)C)oc2c(Cl)cccc12 (stereo not drawn) | 0.1 | -3 | -2 | i | -10 | -5 | -2 | -7 | 39*
Cc1nc2c(C#N)c[nH]n2c(=O)c1Cc1ccccc1 | -0.3 | -8 | -3 | i | -5 | -10 | -14 | -13 | 0
CN(C)S(=O)(=O)c1ccc(NC(=O)C2CC3C=CC2C3)cc1 (stereo not drawn) | 0.7 | 3 | 0 | i | 2 | -3 | -3 | -1 | -6
CCOC(=O)C1C(=O)CC(C)(O)C(C(=O)OCC)C1c1ccc(C)s1 (stereo not drawn) | 0.1 | -2 | 3 | i | -6 | 1 | -6 | 10 | 2

Source: PubChem (several laboratories)
